# Source: PubChem BioAssay
# Jurkat NFkB inh – inhibitors of the PMA/ionomycin-induced NF-kB reporter in Jurkat cells | inhibition, % at 4 µM | AID 435003 | PMA/ionomycin-induced NF-kB luciferase reporter, luminescence | 330,000 tested, 0.53% active; in the data active = inhibition above about 50%
# UPR XBP1 act – adaptive UPR (XBP1) activation; CHO-XBP1 luciferase reporter, IRE1-XBP1 UPR activation, luminescence; percent of tunicamycin response, DMSO as zero; activation, % at 20 µM; 330,000 tested, 0.33% active; AID 463104;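 active = versus positive control, 20 µM dose yields 30% or more activation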;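 note: 100% = tunicamycin at 10 µg/mL and 0% = DMSO only wells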
#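 Material: CHO-XBP1 cells stably carrying IRE1-XBP1-driven luciferase reporter | Medium: F12 with 10% serum | Compound dosing: 20 µM single concentration, DMSO 1% | Incubation: Overnight seeding at 37 °C, 6 h compound treatment at 37 °C | Detection: Steady-Glo luminescence read | Read-out basis: % activation of reporter signal versus tunicamycin and DMSO controls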
# UPR CHOP act – activators of apoptotic arm of unfolded protein response (CHOP) | CHO-CHOP luciferase reporter, UPR activation, luminescence; percent of tunicamycin response over DMSO baseline | activation, % at 10 µM | AID 449763 | 330,000 tested, 0.34% active;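 active = at 10 µM dose, activation of 40% or more, normalized to positive control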;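 note: 100% = tunicamycin at 10 µg/mL and 0% = DMSO alone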
#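 Evaluation: % reporter activation, DMSO baseline versus tunicamycin full activation; System: CHO-CHOP luciferase reporter cell line; Input: 500 cells/well; Incubation: 6 h compound treatment, 37 °C; Measured by: Steady-Glo luciferase luminescence; Dosing: one dose, 10 µM in 0.5% DMSO; Buffer or medium: F12 medium, 10% FBS; Benchmarks: positive tunicamycin 10 µg/mL, negative DMSO alone.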
# EBI2 block – antagonists of human EBI2 receptor; P32249; EBI2 beta-arrestin recruitment, luminescence, 7a,25-OHC stimulated; inhibition, % at 5 µM; 360,000 tested, 0.81% active; AID 651636; in the data active = inhibition above about 38%;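 note: enzyme fragment complementation signal reports receptor beta-arrestin coupling in cells; 0% = agonist plus DMSO wells and 100% = wells without agonist; some results beyond the cut were filed as inactive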
# Target sequence (P32249 whole entry, looked up, the tested form may be a part): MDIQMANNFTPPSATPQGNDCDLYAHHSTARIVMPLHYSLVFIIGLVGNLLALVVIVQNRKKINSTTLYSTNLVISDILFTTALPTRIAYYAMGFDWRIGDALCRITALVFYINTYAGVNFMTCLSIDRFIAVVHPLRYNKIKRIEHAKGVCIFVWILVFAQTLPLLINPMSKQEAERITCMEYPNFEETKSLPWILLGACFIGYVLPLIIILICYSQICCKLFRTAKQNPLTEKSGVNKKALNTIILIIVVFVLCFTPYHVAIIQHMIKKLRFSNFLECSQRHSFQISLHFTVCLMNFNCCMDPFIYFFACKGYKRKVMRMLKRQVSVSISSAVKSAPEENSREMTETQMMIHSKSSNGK
# Gli-Sufu antag – antagonists of Gli-Sufu signaling | Sufu-KO-LIGHT fibroblasts, Gli luciferase reporter luminescence | inhibition, % at 5 µM | 340,000 tested, 0.74% active;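 active = inhibition above about 55%, limit read from the data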;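 note: 0% = DMSO-treated cells and 100% = wells with medium but no cells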
# CCR6 antagonist – antagonists of human CCR6 receptor | P51684 | CHO-K1 CCR6 PathHunter beta-arrestin, luminescence, CCL20-stimulated | inhibition, % at 20 µM | 340,000 tested, 0.49% active | AID 493098;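 active = compounds whose inhibition of the agonist-driven luminescence signal at 20 µM reaches about 50%, limit read from the data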;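 note: cells stimulated with CCL20 at 14 nM final; plate controls were DMSO with CCL20 for no effect and DMSO without agonist for full effect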
# Target sequence (P51684 whole entry, looked up): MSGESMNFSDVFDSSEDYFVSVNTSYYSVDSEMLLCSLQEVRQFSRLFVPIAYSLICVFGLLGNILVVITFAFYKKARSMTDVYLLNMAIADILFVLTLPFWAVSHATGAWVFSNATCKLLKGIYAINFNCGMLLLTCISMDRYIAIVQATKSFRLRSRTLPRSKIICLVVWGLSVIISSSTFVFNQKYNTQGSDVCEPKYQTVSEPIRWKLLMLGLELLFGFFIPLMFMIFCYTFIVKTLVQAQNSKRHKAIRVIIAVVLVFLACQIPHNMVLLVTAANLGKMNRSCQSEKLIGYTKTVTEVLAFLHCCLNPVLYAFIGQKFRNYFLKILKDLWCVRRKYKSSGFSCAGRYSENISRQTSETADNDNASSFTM
# Mdm2-MdmX inh – human Mdm2/MdmX binding inhibition. O15151+Q00987. SaOS-2 split-luciferase Mdm2/MdmX complementation, luminescence. inhibition, % at 8 µM. 330,000 tested, 3% active;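 active = inhibition of at least 50% at 8 µM in the primary screen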
# CXCR6 inh – CXCR6 (human) receptor inhibition; O00574; CHO-K1 PathHunter CXCR6 beta-arrestin, luminescence; inhibition, % at 20 µM; 360,000 tested, 0.36% active; in the data active = inhibition above about 34%, passing the limit was not always enough;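 note: antagonist mode with CXCL16 agonist at 10 nM final; 0% = 10 nM CXCL16 with DMSO and 100% = unstimulated wells without agonist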
# Target sequence (O00574 whole entry, looked up): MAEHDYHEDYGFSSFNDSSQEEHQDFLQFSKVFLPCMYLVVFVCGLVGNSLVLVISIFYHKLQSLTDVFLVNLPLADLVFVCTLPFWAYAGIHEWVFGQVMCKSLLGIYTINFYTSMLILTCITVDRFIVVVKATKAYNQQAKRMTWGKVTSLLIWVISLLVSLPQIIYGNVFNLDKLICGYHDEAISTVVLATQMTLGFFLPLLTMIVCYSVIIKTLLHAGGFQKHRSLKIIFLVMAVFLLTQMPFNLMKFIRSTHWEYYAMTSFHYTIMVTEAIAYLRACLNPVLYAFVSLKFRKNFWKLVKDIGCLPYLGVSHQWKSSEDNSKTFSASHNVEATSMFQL
# 697 NFkB inh – lowers PMA/ionomycin-induced NF-kB signal in 697 B cells. 330,000 tested, 0.33% active. inhibition, % at 4 µM. 697 B-cell NF-kB luciferase reporter, 16 h; in the data active = inhibition above about 35%
# * marks the source's active call; other numbers are inactive results; nt = no result given.
SMILES,Jurkat NFkB inh,UPR XBP1 act,UPR CHOP act,EBI2 block,Gli-Sufu antag,CCR6 antagonist,Mdm2-MdmX inh,CXCR6 inh,697 NFkB inh
COc1cc(CNCCNC(=O)c2nonc2N)ccc1OCc1ccc(Cl)nc1,-3,-2,0.4,-9,24,-4,3,7,-5
CCC(CC)C(=O)Nc1nnc(S(=O)(=O)N2CCc3ccccc32)s1,-4,-1,1.0,-7,7,2,-12,-2,3
Cc1nc([N+](=O)[O-])c(NCCCO)n1Cc1ccccc1,-10,1,-0.3,-3,3,4,1,-31,-5
O=C(C[C@H]1C/C=C\CC[C@@H](Cc2ccc(F)cc2)C(=O)OC[C@H]2CCCN2C1=O)NCCO,-2,-1,2.2,-10,-14,-11,-6,-4,7
c1ccc(Cc2nc3ccccc3o2)cc1,-6,1,3.5,-11,-15,7,8,-1,-5
NC(=O)c1ccc(C(F)(F)F)n(Cc2ccccc2Cl)c1=O,-33,-2,-0.9,2,-8,4,-14,0,-51
CCOc1cc(/C=N/Nc2cccc(C(=O)O)c2)ccc1OC(=O)c1ccccc1,58*,-8,-8.2,-2,-174,15,-16,-4,-20
CCC(C(=O)NC1CCCC1)n1nc(C)n2c(cc3occc32)c1=O (stereo unspecified),5,-3,0.5,-4,-2,-2,4,-1,4
O=C(CN1CCN(c2nc(-c3ccccc3)cs2)CC1)NCc1ccc2c(c1)OCO2,2,-3,-0.5,-3,4,20,-11,-5,11
CCOc1ccc(N=CC2=C(O)CC(c3ccco3)CC2=O)cc1 (stereo unspecified),17,1,2.0,0,2,6,9,-8,-20
CCCCC(OC(=O)c1cc2occc2n1C)C(=O)NCC1CCCO1 (stereo unspecified),11,0,-2.7,2,-1,6,16,-5,-5
N#CNC(=Nc1ccccc1F)SCc1ccc(C(=O)O)cc1,6,-2,-1.7,0,-10,9,10,3,0
CC(C)=NOC(=O)c1ccc(-c2ccccc2)cc1,5,1,1.4,-7,6,-9,5,2,5
Cc1ccc(S(=O)(=O)N2CCN(C(=O)COC(=O)CCOc3ccccc3C)CC2)c(C)c1,-4,-1,1.0,-10,0,9,20,5,17
O=C(O)C1CC(O)CN1S(=O)(=O)c1cccs1 (stereo unspecified),3,1,0.7,0,-5,6,-2,6,8
CCOC(=O)N1CCN(C(=O)c2ccc(NC(=O)c3ccc(C)cc3)cc2)CC1,10,-2,4.5,-33,-4,-26,46,-7,25
COc1cc2ccccc2cc1C(=O)Nc1ccc(CN2CCOCC2)cc1,-28,0,2.7,13,-7,0,-1,12,-2
O=c1[nH]c2ccc(S(=O)(=O)N3CCN(c4ccccc4)CC3)cc2[nH]c1=O,-7,0,-0.8,-3,-35,0,21,-3,-9
CCN(CC)CCCNC(=O)c1cc(Sc2nnc(C)s2)nc2ccccc12,2,-1,-1.5,1,35,7,-26,-6,10
O=C(NCc1ccc2c(c1)OCO2)c1ccc(Br)o1,0,4,-0.7,2,1,-7,-26,0,-18
Cc1n[nH]c(=O)nc1NCc1ccco1,4,-2,-0.3,-4,-78,-16,4,-6,8
CCOC(=O)CSc1nnnn1-c1cc(OC)ccc1OC,8,-1,-1.1,-14,4,-8,-8,-2,1
Cc1ccc(C(=O)N/N=C/c2sc(=O)n(Cc3cccc(C(=O)O)c3)c2Cl)cc1,3,2,1.1,2,-7,8,21,-4,17
Cn1c(=O)c2c(nc(NCCNC(=O)c3ccco3)n2Cc2ccccc2)n(C)c1=O,3,-2,0.1,-5,-25,6,19,4,1
CCN(CC)C(=O)c1sc(NC(=O)c2cccnc2)c(C(=O)OC)c1C,-5,-1,1.2,-1,-1,11,12,5,8
COCc1cc(=O)[nH]c(SCCS(=O)(=O)c2ccc(Cl)cc2Cl)n1,16,0,-0.2,-14,1,12,42,12,27
COc1cc2c(cc1NC(=O)COC(=O)CNS(=O)(=O)c1ccc(C)cc1)oc1ccccc12,-82,4,3.5,2,7,-17,-34,-10,-83
Cc1n[nH]c(C)c1N1C(=O)c2cccc3c(N4CCCCCC4)ccc(c23)C1=O,-6,0,-0.9,-9,8,10,6,0,21
COc1ccc2c(c1)C(C)=CC(C)(C)N2S(=O)(=O)c1ccc(C)cc1,39,24,0.5,6,67*,25,63*,11,10
O=C(Nc1ccc(F)cc1)C1CCCN(C2=NS(=O)(=O)c3ccccc32)C1 (stereo unspecified),-17,-1,1.9,4,9,8,-4,7,-8

# Entries of single compounds as entered above. Order of screens: Jurkat NFkB inh	UPR XBP1 act	UPR CHOP act	EBI2 block	Gli-Sufu antag	CCR6 antagonist	Mdm2-MdmX inh	CXCR6 inh	697 NFkB inh
# COc1cc2c(cc1NC(=O)COC(=O)CNS(=O)(=O)c1ccc(C)cc1)oc1ccccc12 in the list: -82	4	3.5	2	7	-17	-34	-10	-83
# O=C(Nc1ccc(F)cc1)C1CCCN(C2=NS(=O)(=O)c3ccccc32)C1 (stereo unspecified) in the list: -17	-1	1.9	4	9	8	-4	7	-8
# Cc1n[nH]c(C)c1N1C(=O)c2cccc3c(N4CCCCCC4)ccc(c23)C1=O in the list: -6	0	-0.9	-9	8	10	6	0	21

# (listing goes on)
SMILES,Jurkat NFkB inh,UPR XBP1 act,UPR CHOP act,EBI2 block,Gli-Sufu antag,CCR6 antagonist,Mdm2-MdmX inh,CXCR6 inh,697 NFkB inh
COc1ccc(N2CCCC2)c(NC(=O)c2ccc(Br)o2)c1,-2,0,1.5,0,-1,17,4,-7,8
CCOc1ccccc1NC(=O)CCS(=O)(=O)c1ccc(Br)cc1,-11,3,1.1,-5,5,7,18,0,19
O=C(N[C@H]1C/C=C\C[C@@H](CC(=O)N(CCO)Cc2ccccc2)C(=O)NC[C@H](c2ccccc2)OC1=O)OCC1c2ccccc2-c2ccccc21,11,-1,9.6,16,59*,27,58*,34,1
O=C(NC1CCCCCC1)C1CCN(S(=O)(=O)c2cccc3cccnc23)CC1,6,0,2.9,-3,4,-1,-2,3,6
COc1ccc(NC(=O)C2CCCN(S(=O)(=O)c3c(C)[nH]c(=O)[nH]c3=O)C2)cc1OC (stereo unspecified),7,1,2.0,-8,-4,-5,9,-3,0
CCOc1ccccc1N(C(=O)c1snc(C(N)=O)c1N)C(C(=O)NCc1ccccc1)c1ccc(O)cc1 (stereo unspecified),-8,-2,-1.1,7,-11,15,22,11,23
Cc1c(Cl)c([N+](=O)[O-])nn1CC(=O)NCc1ccco1,-13,-1,-1.7,3,5,-11,-1,-8,19
CC(C)CNC(=O)COC(=O)Cc1ccc(Cl)cc1,-7,0,-0.1,-8,5,-9,-5,-2,-6
Cc1ccc(N(C(C)C(=O)NCc2ccncc2)S(C)(=O)=O)cc1C (stereo unspecified),-3,-2,19,2,1,12,9,-4,4
Cc1nnc(SCc2cn3ccsc3n2)n(N)c1=O,-32,-4,-0.3,-4,-8,-1,-17,2,-22
CCN(CC(=O)NCc1cccs1)C(=O)c1ccc(C)o1,2,-4,-0.6,-1,6,-8,15,-1,6
CCOC(=O)C(NC(C)=O)C(=O)Nc1ccc(OC)cc1 (stereo unspecified),13,-3,-1.6,-19,nt,9,14,-8,6
CCN(CC(=O)Nc1c(F)cccc1F)C(=O)c1cccc(S(=O)(=O)N2CCCCCC2)c1,-15,-5,0.4,5,1,18,-24,5,-2
Cc1cc(-c2ccccc2)nc(N/N=C/c2ccc([N+](=O)[O-])cc2)n1,0,0,1.8,-16,7,3,6,-8,-33
CCOc1ccc(S(=O)(=O)N2CCCCC2)cc1NC(=O)CC1OC(=O)c2ccccc21 (stereo unspecified),17,-1,1.4,2,2,-3,12,9,18
O=C(CCc1ccc(S(=O)(=O)N2CCOCC2)cc1)N/N=C/c1ccc(F)cc1F,9,-2,-0.3,11,nt,25,20,-3,11
COc1ccc(NC(=O)c2cc(C)nc3ccccc23)cc1S(=O)(=O)N1CCOCC1,9,-5,-0.1,-13,8,14,4,10,12
CCOc1cc(/C=N\NC(=O)OC)ccc1OC(=O)c1ccco1,-2,-3,-0.4,-21,-4,4,11,0,10
Cc1ccc(/C=C/C(=O)Oc2ccc(C#N)cc2)o1,19,24,23,nt,nt,nt,-1,nt,-12
CC(C)CNS(=O)(=O)c1ccc(CCC(=O)N2CCCC2)cc1,-6,3,-1.3,-4,-5,16,9,3,11
Cc1ccc2nc(N3CCN(c4ccccc4F)CC3)c(C=O)c(=O)n2c1,-6,3,1.0,-11,6,1,45,-16,7
Cc1nnc(NC(=O)c2ccc(S(=O)(=O)N(C)c3ccccc3)cc2)s1,6,0,0.2,1,1,1,13,-1,9
O=C(O)C(c1ccccc1)C(c1ccccc1)c1ccccc1 (stereo unspecified),4,-1,2.3,-4,-7,22,0,2,13
COc1ccc(CCNC(C(=O)Nc2cc(C)cc(C)c2)c2ccccc2)cc1 (stereo unspecified),-1,-4,0.7,16,15,8,3,2,22
CCn1c(SCC(=O)N/N=C/c2cc(OC)c(O)c(OC)c2)nc2ccccc21,-8,1,-1.3,10,10,-5,-14,-3,-22
Cc1cc(C)n2nc(C(=O)N3CCN(c4ccc([N+](=O)[O-])cc4)CC3)nc2n1,-13,0,0.8,-3,-1,6,-15,2,7
O=C(NCc1ccccc1)c1cccc(NC(=O)C2CCCC2)c1,nt,nt,nt,-8,0,1,nt,2,nt
Cc1cc(N2CCC(C)CC2)nc(-c2ccccc2O)n1,3,0,0.0,-20,-1,15,13,2,8
CC(C)N=Cc1c(O)[nH]c2ccccc12,4,1,-0.1,-3,-15,-14,5,-4,18
COc1ccccc1C(=O)NCCc1c(C)[nH]c2c(C)ccc(F)c12,-7,8,0.5,9,1,15,41,5,0
C/C(N)=C(/C#N)C(=O)COC(=O)c1cc(S(=O)(=O)N2CCCCC2)ccc1C,7,1,-3.3,5,0,19,2,-7,1
O=C(Nc1ccc2oc(-c3ccncc3)nc2c1)c1ccccc1,-9,4,3.7,3,85*,-4,-13,-3,-19
Cn1c2ccccc2c(=O)c2c(=O)n(Cc3ccccc3)c(-c3ccc(F)cc3)nc21,-5,-1,2.0,5,-9,11,9,4,-2
CN1CCN(Cc2nc3ccccc3c(=O)n2Cc2nc(-c3cccc([N+](=O)[O-])c3)cs2)CC1,-1,-3,3.8,-15,16,-28,28,-8,1
O=C(Cc1ccccc1)c1ccccn1,nt,nt,nt,-6,3,32,nt,3,nt
CCc1ccc2c(c1)C(c1ccc(N3CCOCC3)cc1)=NNC(c1ccncc1)=N2,21,0,-0.8,40,-4,11,15,12,13
Cn1c(N)c(C(=O)COC(=O)CCCc2c[nH]c3ccccc23)c(=O)n(C)c1=O,10,-1,-0.2,4,16,3,0,-1,23
Cc1cc(O)c(C2(C(F)(F)F)NCCNC2=O)cc1C (stereo unspecified),-5,-1,0.8,-3,3,-6,-22,-4,-3
Brc1ccc2oc3c(N4CCOCC4)ncnc3c2c1,nt,nt,nt,4,22,1,nt,-1,nt
CCOC(=O)Cc1csc(NC(=O)CS(=O)(=O)Cc2ccccc2)n1,11,1,0.1,-5,33,14,4,-5,-9
COc1ccc(CN2[C@@H](CC(=O)O)c3ccccc3S2(=O)=O)cc1,-4,-2,-0.8,-13,-21,0,-9,-7,6
CN(CCOc1ccc(Cl)cc1)C(=O)CN1C(=O)NC2(CCCC2)C1=O,-7,-2,-2.1,4,-6,5,9,-3,-6
